Rac1 mut GTP: modulators of GTP binding to human Rac1 activated mutant. P63000. GST-Rac1 activated beads, fluorescent GTP binding, flow cytometry; actives lie on both sides; 100% means binding = to untreated wells. percent activity (GTP binding), % at 10 µM. actives 0.11% (n = 190,000). AID 764;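 active = GTP binding at least 20 percentage points away from the 100% baseline, in either direction, so actives lie on both sides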
Mcl1 Bid PPI: Mcl-1/Bid interaction inhibition | inhibition, % at 21.7 µM | TR-FRET Mcl-1/Bid-Dy647 peptide binding, 1536-well | actives 0.97% (n = 220,000);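 active = compounds that cut the binding signal by more than half at the single screening dose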;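 also: His-tagged Mcl-1 with europium anti-His antibody binding Bid BH3 peptide; 0% = Mcl-1 plus peptide wells and 100% = peptide-only wells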
Target sequence (Q07820 whole entry, looked up): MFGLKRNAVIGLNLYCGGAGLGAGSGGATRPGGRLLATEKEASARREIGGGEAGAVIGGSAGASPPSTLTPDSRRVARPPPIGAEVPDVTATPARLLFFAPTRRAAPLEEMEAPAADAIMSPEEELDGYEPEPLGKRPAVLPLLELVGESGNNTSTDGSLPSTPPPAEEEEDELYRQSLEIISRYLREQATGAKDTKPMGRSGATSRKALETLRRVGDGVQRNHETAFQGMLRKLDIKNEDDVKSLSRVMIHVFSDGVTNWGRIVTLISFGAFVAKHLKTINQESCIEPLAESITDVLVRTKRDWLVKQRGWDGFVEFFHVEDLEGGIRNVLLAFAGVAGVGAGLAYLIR
Avidin bead fluor: avidin bead compound fluorescence profile; Avidin beads, compound fluorescence 488/530 nm, flow cytometry; stronger effect = higher value; fluorescence (KMESF) at 10 µM; actives 0.38% (n = 220,000); in the data active = fluorescence above about 47; also: inactives centre near 10
HRas wt GTP: changes GTP binding to wildtype human HRas | P01112 | GST-Ras wt beads, Bodipy-FL-GTP binding, flow cytometry; actives lie on both sides | GTP binding activity, % at 10 µM | actives 0.14% (n = 190,000) | AID 759;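 active = GTP binding activity at least 20% away from the 100% baseline, either lowered as inhibitor or raised as activator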;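 also: 0% = unlabeled GTP competition control and 100% = no-compound control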
Target sequence (P01112 whole entry, looked up): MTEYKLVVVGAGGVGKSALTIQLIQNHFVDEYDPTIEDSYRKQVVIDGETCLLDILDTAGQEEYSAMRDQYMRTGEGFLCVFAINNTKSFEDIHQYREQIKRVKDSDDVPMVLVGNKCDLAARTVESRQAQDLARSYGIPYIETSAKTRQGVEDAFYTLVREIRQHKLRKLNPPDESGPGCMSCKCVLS
Rab2A wt mod: changes GTP binding to wildtype dog Rab2A, up or down. GST-Rab2 wt beads, Bodipy-GTP binding, flow cytometry. AID 760. GTP binding activity, % at 10 µM. actives 0.19% (n = 190,000). P61105;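 active = GTP binding activity at least 20 points away from 100%, either lowered or raised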;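 also: 0% = beads with excess unlabeled GTP and 100% = no-compound control corrected for plate trend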
Pf gamet viab: kills late stage P. falciparum gametocytes; inhibition, % at 10.9 µM; actives 0.065% (n = 150,000); P. falciparum stage V gametocytes, ATP luminescence, 24 h;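 active = inhibition above the mean plus 3 SD of compounds within the control limits, set per campaign, cut at about 38% in these data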;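 also: 0% = DMSO wells and 100% = medium only without gametocytes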
Mcl-1 Bim block: human Bim-Mcl-1 interaction inhibition. Q07820. Bead-based flow cytometry, Bim peptide-Mcl-1 binding. inhibition, % at 10 µM. actives 0.1% (n = 190,000); in the data active = inhibition above about 40%;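 also: 0% = no compound tracer wells and 100% = peptide blocker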
Rab7 wt modul: dog Rab7 wildtype GTP binding, inhibitors and activators; GST-Rab7 beads, fluorescent GTP binding, flow cytometry; actives lie on both sides; untreated = 100%, excess cold GTP = 0%; GTP binding activity (percent of control), % at 10 µM; actives 0.055% (n = 190,000); AID 758;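 active = fluorescent GTP binding to Rab7 beads changed by at least 20 points from the 100% baseline, either direction, mostly lower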;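 also: median green fluorescence of bound Bodipy-FL-GTP per Rab7 bead population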
Rac1 wt modul: modulators of human Rac1 wildtype GTP binding; GST-Rac1 beads, fluorescent GTP binding, flow cytometry; actives lie on both sides; 0 = cold GTP competed, 100 = untreated; GTP binding activity (% of control), % at 10 µM; actives 0.27% (n = 190,000); AID 757;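 active = GTP binding activity at least 20 points away from the 100% control level, either lower or higher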
Mcl1 Noxa PPI: Mcl-1/Noxa interaction inhibition | TR-FRET Mcl-1/Noxa peptide binding, 2 h | actives 1.5% (n = 220,000) | Q07820 | inhibition, % at 21.7 µM;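 active = compounds that cut the protein-peptide binding signal by more than 50% relative to plate controls in a single-dose test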;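 also: His-tagged Mcl-1 with rhodamine Noxa BH3 peptide and terbium anti-His antibody; 0% = Mcl-1 plus Noxa peptide wells and 100% = peptide-only wells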
Cdc42 wt: changes GTP binding to wildtype human Cdc42 | P60953 | GST-Cdc42 beads, Bodipy-GTP binding, flow cytometry; actives lie on both sides | percent activity (GTP binding), % at 10 µM | actives 0.2% (n = 190,000) | AID 761;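 active = percent activity GTP binding at least 20 points away from the 100% baseline, either down as inhibitor or up as activator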;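 also: median bead fluorescence of bound Bodipy-FL-GTP at 100 nM; 0% = excess unlabeled GTP control and 100% = no compound control; below 100% means less GTP binding so inhibitor and above means activator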
Target sequence (P60953 whole entry, looked up): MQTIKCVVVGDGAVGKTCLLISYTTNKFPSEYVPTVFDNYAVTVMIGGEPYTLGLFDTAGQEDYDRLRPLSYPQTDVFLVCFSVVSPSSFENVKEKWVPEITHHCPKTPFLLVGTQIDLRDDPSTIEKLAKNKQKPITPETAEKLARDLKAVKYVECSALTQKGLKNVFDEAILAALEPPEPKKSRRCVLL
* = called active by the depositor; . = no result given.

Molecule	Rac1 mut GTP	Mcl1 Bid PPI	Avidin bead fluor	HRas wt GTP	Rab2A wt mod	Pf gamet viab	Mcl-1 Bim block	Rab7 wt modul	Rac1 wt modul	Mcl1 Noxa PPI	Cdc42 wt
Cc1cc(C)c(NC(=O)CN(c2ccccc2)S(=O)(=O)N(C)C)c(C)c1	96	-13	16	97	95	-12	0	93	96	21	99
CC1(C(=O)CSc2nc3ccccc3s2)CCC(=O)O1 (centres undefined)	99	12	15	101	103	.	-5	102	104	32	105
O=C(OCn1ncc(Br)c(Br)c1=O)c1c(F)cccc1F	105	-28	11	105	105	.	0	104	106	3	105
Cc1ccc2c(c1)[C@H]1OCC[C@H]1[C@@H](c1ccncc1)N2	95	-21	6	97	99	.	2	99	99	-5	95
CCOC(=O)C(NCc1ccccc1OC)(NC(=O)c1ccccc1)C(F)(F)F (centres undefined)	99	11	15	103	99	.	2	98	104	-2	104
CC(=O)c1c(N)nc2n(c1=O)CCCCC2	92	0	30	99	96	-10	0	95	94	10	99
CSc1nc2c(c(=O)n1Cc1ccccc1)SC(C)C2 (centres undefined)	99	-62	10	102	105	.	-3	109	104	-3	102
N#CC1=C(S)N(c2ccccc2)C(c2ccc(-c3cccc(Cl)c3)o2)NC1=O (centres undefined)	90	-30	13	93	90	26	-3	95	94	69*	93
COc1cc(C2CC(=O)c3c(ccc4ccccc34)N2)ccc1O (centres undefined)	98	-12	13	96	95	-1	-1	96	102	15	101
Cc1ccc(S(=O)(=O)N(C)C)cc1NC(=O)Cn1c(CN2CCOCC2)nc2ccccc2c1=O	96	-20	12	94	93	8	-1	93	99	14	95

Full records from above. Order of screens: Rac1 mut GTP, Mcl1 Bid PPI, Avidin bead fluor, HRas wt GTP, Rab2A wt mod, Pf gamet viab, Mcl-1 Bim block, Rab7 wt modul, Rac1 wt modul, Mcl1 Noxa PPI, Cdc42 wt
`CC1(C(=O)CSc2nc3ccccc3s2)CCC(=O)O1` (centres undefined) reads 99, 12, 15, 101, 103, ., -5, 102, 104, 32, 105
`CCOC(=O)C(NCc1ccccc1OC)(NC(=O)c1ccccc1)C(F)(F)F` (centres undefined) reads 99, 11, 15, 103, 99, ., 2, 98, 104, -2, 104
`O=C(OCn1ncc(Br)c(Br)c1=O)c1c(F)cccc1F` reads 105, -28, 11, 105, 105, ., 0, 104, 106, 3, 105

Next records:
Molecule	Rac1 mut GTP	Mcl1 Bid PPI	Avidin bead fluor	HRas wt GTP	Rab2A wt mod	Pf gamet viab	Mcl-1 Bim block	Rab7 wt modul	Rac1 wt modul	Mcl1 Noxa PPI	Cdc42 wt
CC(=O)c1ccc(OCCCC(=O)OCC(=O)N2CCN(c3ccccc3)CC2)cc1	96	-119	23	94	95	-13	-1	92	93	4	93
Cc1nc2ccccc2n1CCc1nc2c3ccccc3nc(SCC#N)n2n1	94	-46	30	99	98	.	2	99	98	-12	99
O=c1cc(N2CCc3ccccc3C2)[nH]c(=O)n1Cc1ccc(F)cc1	100	0	36	102	103	-19	-5	100	109	16	103
O=C(NCc1ccccn1)c1cc(-c2ccc(Cl)cc2)nc2ccccc12	95	-29	3	103	101	-12	-1	107	105	-8	100
O=C1C2C(C(=O)N1CCc1ccccc1)C1C=CC2C12CC2 (centres undefined)	102	-8	7	100	99	-11	1	100	106	-11	103
C=CCn1c(C)cc(C(=O)CSc2nnc(-c3cccc(S(=O)(=O)N(CC)CC)c3)o2)c1C	97	-96	9	104	97	.	-1	102	105	-6	98
Cc1[nH]c(=O)[nH]c(=O)c1S(=O)(=O)N1CCCC(C(=O)NCCc2ccccc2)C1 (centres undefined)	98	-29	8	100	100	-9	1	96	101	-2	102
C(=N\Nc1nc(-c2ccccc2)cs1)/c1ccncc1	96	-45	17	101	100	11	-1	104	100	33	97
Cc1ccc(NC(=O)COC(=O)CCC(=O)c2cccs2)cc1S(=O)(=O)N1CCOCC1	98	-14	21	106	106	3	-1	106	104	21	103
C[C@@H](C(=O)Nc1ccc2ccccc2c1)[C@H]1C[C@]1(C)[C@H](NS(=O)(=O)c1ccccc1)c1ccccc1	99	-6	22	99	98	18	-1	95	103	6	100
CCOC(=O)c1c(C)n(C)c2ccc(OC)c(NC(=O)CN3CCN(C4CCCCC4)CC3)c12	100	-16	31	102	104	-11	-2	102	107	-13	103
Cc1ccc(C(=O)N/C(=C/c2ccco2)C(=O)NCC2CCCO2)cc1 (centres undefined)	103	-12	10	102	101	.	-5	101	102	19	103
COc1ccc(-c2[nH]c(-c3cccc(OC)c3)nc2SCC(=O)NCc2ccco2)cc1	99	-25	6	101	100	.	-1	98	104	19	101
O=C(COC(=O)c1ccc(S(=O)(=O)NCc2ccco2)cc1)Nc1ccc(Cl)cn1	95	-43	13	93	94	1	0	95	95	-1	92
COc1ccc2cc(C(c3nnnn3C(C)(C)C)N3CCc4ccccc4C3)c(=O)[nH]c2c1 (centres undefined)	99	-21	10	101	101	.	-4	101	100	8	103
CCCCn1c(SCC(=O)N2c3ccccc3Sc3ccccc32)nc2c1c(=O)n(C)c(=O)n2C	100	-13	7	101	102	.	-8	101	103	-30	101
CCCC1=C(C(=O)OCC)C(c2c(C)nn(-c3ccccc3)c2Cl)C(C#N)=C(N)O1 (centres undefined)	91	-12	10	94	93	.	-1	92	94	-5	93
CC1CCCN(c2cc3c(cc2[N+](=O)[O-])C(=O)N(c2ccccc2)C3=O)C1 (centres undefined)	102	-9	11	100	99	.	-3	101	107	16	104
Cc1ccc(C(=O)NCCn2cc(SCC(=O)Nc3nnc(C)s3)c3ccccc32)cc1	102	-30	7	104	103	.	0	103	108	10	101
CC(C)OC(=O)C(CC(=O)O)N1CCOCC1 (centres undefined)	97	-12	41	99	96	.	5	98	97	9	100
COc1ccccc1/C=C/C=N/NC(=O)Cc1cccs1	100	1	9	101	100	.	-5	98	102	-7	101
CCOc1ccc(C(=O)NC2CCN(C(=O)N3CCCC3)CC2)cc1	94	-9	6	100	99	.	-9	97	99	-2	101
CCCOc1ccc2cc(-c3ccccn3)c(=O)oc2c1	99	-3	8	98	98	.	-2	101	101	12	98
COc1ccc(SCCc2ccncc2)cc1	93	15	12	96	99	19	-6	106	99	30	98
COc1ccc2nc3oc(C(=O)NCc4cccs4)cc3cc2c1	99	0	35	101	99	0	-4	98	101	-11	102
CC1(C)OC(=O)N(CCC(=O)Nc2cccc(F)c2)C1(C)O (centres undefined)	93	-29	9	93	92	.	3	96	94	-20	95
Cn1c(=O)c(=O)n(C)c2cc(S(=O)(=O)N3CCC(Cc4ccccc4)CC3)ccc21	96	5	12	98	97	.	-4	96	98	31	98
COc1ccc(CCN2C(=O)C(Oc3ccccc3C)C2c2ccc3c(c2)OCO3)cc1 (centres undefined)	102	-13	13	101	102	-19	-1	99	104	6	101
Cc1ccc(OCCOc2ccc(Cl)cc2Cl)c([N+](=O)[O-])n1	100	-5	16	101	99	3	-8	97	101	21	100
Cc1nn(C)cc1NC(=O)c1nn(C)cc1[N+](=O)[O-]	96	-8	2	100	100	-4	-4	102	102	16	98
Cc1cccc2cc(C(c3nnnn3Cc3ccccc3)N3CCN(c4ccccc4)CC3)c(=O)[nH]c12 (centres undefined)	100	-9	39	102	99	1	-1	101	107	-24	102
COCCNC(=S)N1CCc2cc(OC)c(OC)cc2C1c1cccs1 (centres undefined)	99	-11	10	103	103	.	-1	110	109	8	99
Cc1ccc(C)c(NC(=S)NNC(=O)c2csc(C)c2C)c1	101	-70	12	103	104	9	-6	100	103	-18	101
COc1cccc(C(c2nnnn2Cc2ccc(F)cc2)N2CCC(C(N)=O)CC2)c1OC (centres undefined)	97	49	9	101	98	-12	24	96	101	18	101
CCn1c2ccccc2c2cc(C3N=C(N)Nc4nc5ccccc5n43)ccc21 (centres undefined)	95	12	6	95	95	.	13	96	100	18	96
Cc1ccc(-n2nc3c(n2)/C(=N/O)CC/C3=N\O)cc1	96	-3	7	100	99	.	-2	94	101	9	103
CN(Cc1nc(-c2ccc3c(c2)OCO3)no1)CC1(N2CCOCC2)CCCCC1	97	-8	10	99	98	-25	0	96	102	-14	101
O=C(COC(=O)c1c2ccccc2cc2ccccc12)NCC(F)(F)F	97	-5	10	98	100	.	-2	99	103	20	99
COC(=O)c1ccc(Cn2cnc3c(sc4nc(N5CCOCC5)c5c(c43)CCCC5)c2=O)o1	97	3	35	97	96	17	0	95	98	-12	99
Cc1ccc(C(=O)NNC(=O)c2cccs2)cc1	92	-7	9	97	97	19	-1	91	98	-4	94
COCC(=O)Nc1nc2n(n1)C(c1ccccc1)CC(c1ccc(OC)cc1)N2 (centres undefined)	99	-14	35	101	100	-19	-2	102	103	11	102
CCc1ccc(NC(=O)CS(=O)CC(=O)NCC2OCCc3ccccc32)cc1 (centres undefined)	97	-5	15	97	97	.	-1	96	100	24	98
Cn1nc(-c2ccc(C(=O)N3CCN(CCO)CC3)cc2)c2ccccc2c1=O	103	-8	34	106	106	7	0	98	110	4	111
